# Rtt109 HAT inh: inhibitors of Candida albicans Rtt109/Vps75 histone acetyltransferase. Q5AAJ8. purified Rtt109/Vps75, ThioGlo CoA-SH fluorescence, 4 h. inhibition, % at 34.9 µM. 0.16% of 330,000 active. AID 540336;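 active = inhibition of at least 50% in every replicate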
# Target sequence (Q5AAJ8 whole entry, looked up): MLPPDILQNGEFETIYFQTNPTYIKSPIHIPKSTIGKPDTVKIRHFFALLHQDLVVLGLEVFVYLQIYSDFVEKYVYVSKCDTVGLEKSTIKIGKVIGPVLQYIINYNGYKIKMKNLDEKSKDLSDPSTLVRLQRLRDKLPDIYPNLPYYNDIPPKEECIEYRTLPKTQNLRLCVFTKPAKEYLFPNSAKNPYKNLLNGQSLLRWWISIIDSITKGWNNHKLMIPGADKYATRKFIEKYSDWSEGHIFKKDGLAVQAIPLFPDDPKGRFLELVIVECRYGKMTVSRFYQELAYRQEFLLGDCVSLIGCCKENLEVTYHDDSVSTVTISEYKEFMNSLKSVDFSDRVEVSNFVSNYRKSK
# Cardiac RTF inh: cardiac RTF calcium desensitization. P19429+P45379. IANBD-labeled cardiac RTF, Ca2+ fluorescence. inhibition, % at 7.15 µM. 0.12% of 340,000 active;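 active = inhibition above the mean inhibition of all tested compounds plus 3 SD, cut at about 17% in these data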;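 note: assay run at fixed EC70 calcium of 1.6 mM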
# RTF Ca sens act: cardiac RTF calcium sensitization; IANBD-labeled TnC RTF fluorescence at EC20 calcium; 0% EC20 calcium, 100% full calcium; P19429+P45379; activation, % at 7.2 µM; 0.24% of 340,000 active;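 active = activation above the mean over all tested compounds plus 3 SD, cut at about 30% in these data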;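 note: rise in fluorescence read as greater calcium sensitivity of cardiac thin filaments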
# CAL PDZ FP-1: blocks peptide binding to human CAL PDZ domain; 0.02% of 330,000 active; Q9HD26; purified CAL PDZ, TMR-peptide fluorescence polarization, 1 h; inhibition, % at 20 µM; AID 504414;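 active = highest replicate inhibition of at least 40%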;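 note: plate controls were DMSO neutral control wells for no effect and unlabeled competitor peptide control wells for full effect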
#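 material = purified tagged CAL PDZ domain construct (CerCALP) | compound dosing = 20 µM, one dose | times = 1 h at RT | measured by = fluorescence polarization from S- and P-plane intensities, G-factor corrected | read-out = inhibition from polarization loss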
# SR-BI uptake up: activators of SR-BI mediated HDL lipid uptake | CHO ldlA[mSR-BI] cells, DiI-HDL uptake fluorescence, 3 h; 100 = double the neutral-control signal | activation, % at 12.5 µM | 0.096% of 320,000 active;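 active = mean replicate activation of at least 60% and every replicate at or above 60%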;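 note: 0% = median plate neutral-control signal and 100% = twice that signal; values of inactives mirror those of a sister screen read the other way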
#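 Assay system: CHO ldlA[mSR-BI] cells, LDL receptor-null, SR-BI overexpressing; medium: Ham's F12 with 0.5% BSA, HEPES 25 mM, pH 7.4; also added: DiI-HDL 10 µg/mL; timing: 3 h uptake period with compound, 37 °C; signal: DiI fluorescence, bottom read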
# CAL PDZ FP-2: CAL PDZ (human) peptide binding inhibition. inhibition, % at 24.9 µM. AID 602252. Q9HD26. 0.92% of 300,000 active. purified CAL PDZ, TMR-peptide fluorescence polarization, 1 h;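 active = mean inhibition of at least 30% with at least half of replicates also reaching 30%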;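 note: 0% = DMSO neutral control and 100% = excess unlabeled competitor peptide PRC23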
# DAGLB inhibitor: diacylglycerol lipase beta (human) inhibition; Q8NCG7; HEK293T DAGLB membrane lysate, EnzChek fluorogenic substrate; inhibition, % at 5.17 µM; 0.059% of 340,000 active; AID 504411; in the data active = inhibition above about 34%;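 note: 0% = enzyme with vehicle and 100% = wells lacking enzyme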
# Keap1-Nrf2 PPI: disrupts human Keap1 binding to Nrf2 peptide; Keap1 Kelch-Nrf2 peptide fluorescence polarization, 1536-well; inhibition, % at 9.4 µM; 0.15% of 340,000 active; in the data active = inhibition above about 12%;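 note: human Keap1 Kelch domain with fluorescein labeled Nrf2 9mer peptide probe; 0% = neutral control wells and 100% = peptide positive control; higher means more block of Keap1 binding to Nrf2 peptide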
# PKA-R2B activ: activators of human PKA-R2B complex; P22694+P31323; PKA-R2B holoenzyme dissociation, Cy5-IP20 fluorescence polarization; R2B truncated from residue 108, S112A mutant; 0% DMSO only, 100% 113 µM cGMP; activation, % at 11.4 µM; 0.079% of 340,000 active; AID 504700;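 active = activation above a cutoff set at the mean over all compounds plus 3 SD, cut at about 18% in these data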;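 note: higher means more holoenzyme dissociation and a rise in polarization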
# Target sequence (P31323 whole entry, looked up, other chains not shown, the tested form may be a part): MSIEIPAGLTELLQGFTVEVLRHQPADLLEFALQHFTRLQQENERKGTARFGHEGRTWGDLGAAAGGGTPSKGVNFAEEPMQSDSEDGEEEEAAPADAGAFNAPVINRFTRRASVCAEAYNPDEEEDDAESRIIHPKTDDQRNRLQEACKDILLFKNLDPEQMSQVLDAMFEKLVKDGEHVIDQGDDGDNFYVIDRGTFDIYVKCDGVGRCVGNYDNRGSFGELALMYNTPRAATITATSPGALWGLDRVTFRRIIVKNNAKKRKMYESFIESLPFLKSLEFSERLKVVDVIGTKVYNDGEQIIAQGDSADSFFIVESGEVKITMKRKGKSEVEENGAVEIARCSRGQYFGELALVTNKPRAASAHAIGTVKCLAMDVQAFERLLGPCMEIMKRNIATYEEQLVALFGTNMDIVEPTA
# C-LANA FP: inhibitors of KSHV LANA C-terminal domain DNA binding | AID 504423 | MBP-C-LANA/FAM-LBS DNA binding, fluorescence polarization | inhibition, % at 9 µM | 0.078% of 340,000 active;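 active = highest replicate inhibition at or above 60% at 9 µM, even if other replicates fall short; inactive = all replicates below 60% inhibition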;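 note: 0% = neutral control wells and 100% = 4 µM acridine orange control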
# * marks the source's active call; other numbers are inactive results; / = no result given.
SMILES,Rtt109 HAT inh,Cardiac RTF inh,RTF Ca sens act,CAL PDZ FP-1,SR-BI uptake up,CAL PDZ FP-2,DAGLB inhibitor,Keap1-Nrf2 PPI,PKA-R2B activ,C-LANA FP
COc1cc2c(cc1NS(=O)(=O)N1CCCC1)oc1ccccc12,0,2,-5,-0.9,-56,-2,0,-1,6,0.7
CC(=O)Nc1ccc(/C=C/c2nc(-c3ccccc3O)n[nH]2)cc1,1,-1,-8,-2.5,-37,-8,-1,2,0,-1.7
O=C(c1ccc(N2CCCC2=O)cc1)N1CCOCC1,-4,-1,3,-0.5,-2,1,1,-3,-8,1.6
Cn1c(Cn2c(=O)sc3ccccc32)nnc1SCC(=O)N1CCOCC1,0,-6,6,-0.3,6,4,3,-3,-6,3.4
C=CCNC(=S)Nc1ccc(OC(F)F)c(Cl)c1,-3,/,/,-0.3,-9,1,/,-4,/,-1.5
NC(=S)N=Nc1c(O)[nH]c2ccc(F)cc12,6,-13,-2,0.9,-10,-1,3,-7,-2,0.1
COc1ccc(C2=C/C(=C\c3cccc(OC(C)=O)c3)C(=O)O2)cc1,-14,0,3,0.3,-19,5,-2,-3,-18,2.7
O=[N+]([O-])c1ccc(CN2CCOCCOCCOCC2)cc1,2,-14,3,-2.2,34,-1,1,-3,-8,-0.2
Cc1ccc(C(O)(C(=O)NN(C(=O)c2ccccc2)c2ccccc2)c2ccc(C)cc2)cc1,-13,0,-1,-1.7,1,-2,-6,-1,-2,0.0
Cc1cc(NC(=O)C(C)SCC(=O)Nc2cccc(S(=O)(=O)N3CCCCCC3)c2)no1 (stereo unspecified),-2,-3,-3,-0.2,-42,/,0,-6,-8,-0.3
C/C(CCC1CC(C)OC1=O)=N\NC(N)=S (stereo unspecified),-8,3,1,0.2,-71,1,-1,1,1,0.8
O=Cc1cn(CC(=O)N2CCCc3ccccc32)c2ccccc12,-2,-10,4,-1.7,4,-1,3,-4,-5,-1.2
O=C(C[n+]1ccccc1)Nc1ccc(Cl)c([N+](=O)[O-])c1,0,1,6,0.1,22,/,2,-1,-13,0.9
O=C(OCc1cc(=O)oc2cc(O)ccc12)c1cc(S(=O)(=O)N2CCOCC2)ccc1F,-7,-8,0,-1.4,-40,-2,3,-3,1,-0.1
COc1cc(/C=C/C(=O)OCC(=O)N2CCN(S(=O)(=O)c3ccc(C)cc3C)CC2)ccc1OC(F)F,9,2,2,-0.7,-78,-2,-3,2,1,0.6
COc1ccc(-n2nnnc2SCC(=O)NCCc2ccc(OC)c(OC)c2)cc1,/,-12,5,-2.8,-36,0,1,5,11,1.9
COc1cccc(/C=N\NC(=O)Cn2nnc3ccccc32)c1O,20,/,/,-1.7,19,4,/,-1,/,-1.2
COc1ccc(S(=O)(=O)NC2CCCC2)c(Cl)c1Cl,2,-6,-1,-0.5,27,/,1,2,5,-1.9
CCOc1ccccc1NC(=O)C1CCCN1C(=O)c1cccs1 (stereo unspecified),-2,-11,1,-0.4,87*,13,1,3,-6,0.0
Cc1ccc([C@H]2C(C(=O)O)=C[C@@H](C(C)(C)C)N2S(=O)(=O)c2ccc(C)cc2)cc1,5,-20,2,-1.9,7,/,4,-2,-3,2.1
COc1ccc(S(=O)(=O)N(CC(=O)O)c2ccccc2)cc1,8,-2,3,-2.2,-4,-2,-3,-4,-7,2.6
CCOC(=O)C1CCCN(C(=O)CSc2ccc(NC(C)=O)cc2)C1 (stereo unspecified),4,-4,1,-0.2,9,-2,-1,-3,-6,-2.2
CCc1c(C)nc(N)n2c(SCC(=O)Nc3ccccc3OC)nnc12,6,-11,-4,-0.4,33,0,0,-1,6,-0.4
O=C(OCc1cnc(Cl)s1)c1ccc(Cl)cc1,-3,-7,-2,-0.8,18,/,-6,0,-2,-1.4
Cc1ccc(SCCN2CCC(C(C)(C)C)CCC2=O)cc1 (stereo unspecified),6,4,2,-2.5,6,-2,-6,1,3,-1.8

# The last 4 compounds of the section above open the next one.
SMILES,Rtt109 HAT inh,Cardiac RTF inh,RTF Ca sens act,CAL PDZ FP-1,SR-BI uptake up,CAL PDZ FP-2,DAGLB inhibitor,Keap1-Nrf2 PPI,PKA-R2B activ,C-LANA FP
CCOC(=O)C1CCCN(C(=O)CSc2ccc(NC(C)=O)cc2)C1 (stereo unspecified),4,-4,1,-0.2,9,-2,-1,-3,-6,-2.2
CCc1c(C)nc(N)n2c(SCC(=O)Nc3ccccc3OC)nnc12,6,-11,-4,-0.4,33,0,0,-1,6,-0.4
O=C(OCc1cnc(Cl)s1)c1ccc(Cl)cc1,-3,-7,-2,-0.8,18,/,-6,0,-2,-1.4
Cc1ccc(SCCN2CCC(C(C)(C)C)CCC2=O)cc1 (stereo unspecified),6,4,2,-2.5,6,-2,-6,1,3,-1.8
CC(=O)c1c(C)[nH]c(C(=O)COC(=O)C2(C)CC2(Cl)Cl)c1C (stereo unspecified),2,-3,3,-1.0,-36,-2,-1,0,-6,1.8
CCCN1CCN(CCCNC(=O)Cn2nc(-c3ccc(C)cc3)ccc2=O)CC1,-2,-2,-5,-2.1,10,-3,0,1,2,-0.5
COc1ccccc1N(CC(=O)Nc1cccnc1)S(=O)(=O)c1ccccc1,30,-7,10,-3.4,-8,-3,0,-5,-2,-1.5
COC(=O)c1cc(S(=O)(=O)NCC(C)c2ccccc2)cn1C (stereo unspecified),-2,-4,-11,-1.0,9,-4,-3,-1,4,2.0
COC(=O)C1CCN(C(=O)COC(=O)c2ccc(N3CCCC3=O)cc2)CC1,-2,-14,1,0.8,-21,4,1,-1,-6,-0.8
COc1ccc(CN2CCNC(=O)C2CC(=O)NCCc2nc(C)c3c(n2)CCC3)cc1C (stereo unspecified),4,-5,3,-1.2,16,-3,-1,-3,-7,1.6
Cc1ccc(C(=O)OC(C)C(=O)NC2CCCCC2)cc1S(=O)(=O)N1CCCCC1 (stereo unspecified),-1,5,-1,-1.6,-53,0,-2,-5,-2,2.1
CC(=O)c1sc(NC(=O)c2ccc(C)c(C)c2)nc1C,1,3,0,0.0,-17,-1,1,-1,3,0.1
CC(=O)NS(=O)(=O)c1ccc(NC(=O)CN2C(=O)C3C4C=CC(C4)C3C2=O)cc1 (stereo unspecified),-12,0,3,-2.5,14,-2,1,2,-10,1.0
CC1CCCCN1C(=O)Nc1ccccc1Cl (stereo unspecified),-5,-16,-4,-2.1,-6,-1,0,-6,9,-1.0
CCOC(=O)c1sc(NS(=O)(=O)c2ccccc2Cl)nc1C,9,-4,5,-5.2,28,-9,5,-2,4,1.5
CCOc1ccc(/C=N/OCC(=O)NC(c2ccccc2)c2ccccc2)cc1,0,-4,3,-0.4,-35,-2,-8,-1,-20,-0.4
CCCNC(=O)C(Cc1ccccc1)NC(=O)c1ccccc1 (stereo unspecified),-5,7,-2,-0.5,11,-2,-2,1,-13,-0.1
COCC(=O)Nc1cc(C)cn(Cc2ccccc2Cl)c1=O,1,-5,0,0.0,6,/,0,7,-7,1.3
O=C(CSc1ncnc2sc3c(c12)CCCC3)NC1CCS(=O)(=O)C1 (stereo unspecified),-3,-6,1,-0.4,0,/,1,-1,-14,-2.7
COC(=O)c1ccccc1NC(=S)N1CCC(N2CCCCC2)CC1,23,0,-5,-0.8,/,/,1,-4,-3,0.5
CCCCOC(=O)c1ccc(NC(=O)c2ocnc2C)cc1,5,-6,4,-3.0,-2,/,0,3,12,-1.5
NC(=O)CSc1nnc2n(-c3ccccc3)c(=O)c3c4c(sc3n12)CCCCC4,-1,2,-3,-2.1,8,/,0,0,-13,-3.6
COc1cc(C)nc(Nc2nc(C)c(C(C)=O)s2)n1,0,-7,3,1.0,-14,-3,-1,-8,-12,0.9
Cc1ccc(NC(=O)CCNS(=O)(=O)c2ccc(Br)s2)cc1,15,-8,-6,-1.6,10,-4,-3,1,-4,-0.2
Cc1cc(Nc2ncc(Cl)cc2Cl)n(-c2ccccn2)n1,4,-3,-1,-2.7,-23,-3,0,-1,-4,0.0
CCC(=O)NNc1ncnc2ccccc12,-8,-8,-7,0.1,26,10,0,-1,-7,-0.4
O=C(CCC(=O)N(CC(=O)NC1CCCC1)Cc1ccccc1)Nc1nccs1,-3,-6,-1,-3.5,20,-1,-2,-5,4,0.4
CC(CNC(=O)c1cccs1)c1ccc([N+](=O)[O-])cc1 (stereo unspecified),32,-4,-1,0.2,-9,-3,0,0,-14,-1.6
O=C(CSc1nnc(-c2csc3c2CCCC3)o1)Nc1ccccc1,-6,-7,-2,-1.4,0,/,-9,1,-5,1.0
O=C(CN1CCN(c2ccccn2)CC1)Nc1cccc(Br)c1,7,0,-8,-1.5,3,-4,-2,-1,-7,2.2
Cc1ccc(C)c(NC(=O)CN2C(=O)CC(C)S(=O)(=O)c3ccccc32)c1 (stereo unspecified),3,-4,-2,-0.5,11,/,-1,1,-2,-0.4
Cc1ccc(S(=O)(=O)NCCCNc2ccc([N+](=O)[O-])cc2)cc1,27,-13,4,-0.9,0,-1,-3,-2,-3,-0.6

# Looked up by structure from above:
SMILES,Rtt109 HAT inh,Cardiac RTF inh,RTF Ca sens act,CAL PDZ FP-1,SR-BI uptake up,CAL PDZ FP-2,DAGLB inhibitor,Keap1-Nrf2 PPI,PKA-R2B activ,C-LANA FP
COC(=O)c1cc(S(=O)(=O)NCC(C)c2ccccc2)cn1C (stereo unspecified),-2,-4,-11,-1.0,9,-4,-3,-1,4,2.0
Cc1ccc(C(=O)OC(C)C(=O)NC2CCCCC2)cc1S(=O)(=O)N1CCCCC1 (stereo unspecified),-1,5,-1,-1.6,-53,0,-2,-5,-2,2.1
COCC(=O)Nc1cc(C)cn(Cc2ccccc2Cl)c1=O,1,-5,0,0.0,6,/,0,7,-7,1.3
CC(CNC(=O)c1cccs1)c1ccc([N+](=O)[O-])cc1 (stereo unspecified),32,-4,-1,0.2,-9,-3,0,0,-14,-1.6
CC(=O)c1c(C)[nH]c(C(=O)COC(=O)C2(C)CC2(Cl)Cl)c1C (stereo unspecified),2,-3,3,-1.0,-36,-2,-1,0,-6,1.8
O=C(CSc1ncnc2sc3c(c12)CCCC3)NC1CCS(=O)(=O)C1 (stereo unspecified),-3,-6,1,-0.4,0,/,1,-1,-14,-2.7
